Source: PubChem
C diff HTS – C. difficile growth inhibition; Clostridium difficile clinical isolate growth, OD600, 24 h; hits give low values; growth activity, negative = inhibition, % at 16 µg/mL (by protocol); hit rate 0.25% among 86,000;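 active = mean growth activity at or below -80% and every replicate also at or below -80%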;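 also: 0% = DMSO wells and -100% = levofloxacin 16 µg/mL wells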
T cruzi growth – T. cruzi proliferation inhibition; hit rate 5.9% among 77,000; AID 624255; inhibition, % at 8.34 µM; T. cruzi beta-gal in NIH3T3, GalScreen luminescence, 90 h;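 active = mean inhibition above about 93%, with at least 55% of replicates each passing it, limit read from the data, passing the limit was not always enough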
Pf Dd2 growth – inhibitors of Plasmodium falciparum Dd2 growth | P. falciparum Dd2 growth, SYBR Green, 72 h; hits give low values | activity change, % at 10 µM | hit rate 2.3% among 94,000 | AID 1159554; in the data active = activity change below about -80%
KDM4C inh – inhibitors of human demethylase GASC-1 KDM4C; GST-KDM4C 2-372, H3K9me3 peptide, LANCE TR-FRET; hit rate 0.15% among 96,000; inhibition, % at 12.5 µM;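 active = mean replicate inhibition above about 25%, with at least 55% of replicates also reaching it, limit read from the data, passing the limit was not always enough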
Target sequence (Q9H3R0 2-372 limits assumed): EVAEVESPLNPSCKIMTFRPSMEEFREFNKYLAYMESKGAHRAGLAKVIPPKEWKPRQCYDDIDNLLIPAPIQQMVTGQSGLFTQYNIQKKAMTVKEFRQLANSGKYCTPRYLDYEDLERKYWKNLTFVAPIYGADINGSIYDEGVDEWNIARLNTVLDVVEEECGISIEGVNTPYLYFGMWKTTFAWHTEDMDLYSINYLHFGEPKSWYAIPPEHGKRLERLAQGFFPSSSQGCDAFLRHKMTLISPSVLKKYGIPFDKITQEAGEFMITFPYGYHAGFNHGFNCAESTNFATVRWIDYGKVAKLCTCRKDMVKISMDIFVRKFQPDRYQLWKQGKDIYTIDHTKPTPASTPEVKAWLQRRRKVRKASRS
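Compound: one test concentration per compound; Material: GST-GASC-1 enzyme fragment 2-372; Amount: GASC-1 enzyme at 10 nM final in reaction; Also added: H3K9me3 peptide substrate, Fe(II), 2-oxoglutarate; Technique: LANCE TR-FRET; Times: 30 min demethylation and 1 h detection at room temperature.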
Numbers without * were called inactive; & = joins results of further samples.

CO[C@H]1CN(C)C(=O)c2cc(NS(=O)(=O)c3ccccc3)ccc2OC[C@@H](C)NC[C@@H]1C was read as Pf Dd2 growth 12.8 and KDM4C inh -0.5.
`C[C@@H]1CN([C@@H](C)CO)S(=O)(=O)c2ccc(C#Cc3ccccc3F)cc2O[C@@H]1CN(C)CC1CC1` gave C diff HTS -7.6, T cruzi growth 23.8, Pf Dd2 growth -61.9 and KDM4C inh -0.8.
`C/C=C/c1ccc([C@@H]2[C@@H](CO)N(C(=O)NCCC)[C@H]2CNC(=O)C2CCC2)cc1` gave C diff HTS 2.8, T cruzi growth 29.3, Pf Dd2 growth -4.2 and KDM4C inh -1.5.
`O=C(C[C@@H]1C=C[C@H](NC(=O)Nc2ccc(F)cc2)[C@@H](CO)O1)NCCN1CCCC1` gave T cruzi growth -18.9, Pf Dd2 growth 24.9 and KDM4C inh -0.3.
`C[C@H](NC(=O)C[C@@H]1C[C@H]2c3cc(NS(=O)(=O)c4ccc(F)cc4)ccc3O[C@H]2[C@H](CO)O1)c1ccccc1` gave C diff HTS -14.7, T cruzi growth -71.6, Pf Dd2 growth 0.1 and KDM4C inh 1.0.
For COCC(=O)Nc1ccc2c(c1)OC[C@H](C)N(C(=O)CC1CC1)C[C@@H](C)[C@H](OC)CN(C)C2=O the results were C diff HTS 6.6, T cruzi growth -34.5, Pf Dd2 growth 26.2 and KDM4C inh 0.4.
`CCNC(=O)C[C@H]1CC[C@H](NC(=O)C2CCOCC2)[C@@H](CO)O1` gave C diff HTS 8.5, T cruzi growth 53.4, Pf Dd2 growth 2.4 and KDM4C inh -0.2.
For C[C@H](CO)N1C[C@H](C)[C@@H](CN(C)S(=O)(=O)c2cn(C)cn2)Oc2ccc(N(C)C)cc2C1=O the results were C diff HTS -1.9, T cruzi growth 45.6, Pf Dd2 growth 5.9 and KDM4C inh 0.0.
O=C(C[C@H]1CC[C@H](NC(=O)C2CCC2)[C@@H](CO)O1)NCC1CC1 was read as T cruzi growth -42.9, Pf Dd2 growth 14.6 and KDM4C inh 0.5.
For C[C@H](CO)N1C[C@H](C)[C@H](CN(C)C(=O)NC2CCCCC2)Oc2c(NC(=O)C3CC3)cccc2C1=O the results were C diff HTS 10.2, T cruzi growth 39.1, Pf Dd2 growth 21.6 and KDM4C inh -0.8.
Screening Cn1cnc(S(=O)(=O)N2C[C@H](O)COC[C@@H]3O[C@H](CC(=O)NCc4cccc(F)c4)CC[C@H]32)c1 returned C diff HTS 0.8&-1.6, T cruzi growth 34.3 and KDM4C inh -0.1.
Screening CO[C@@H]1CN(C)C(=O)c2ccc(NC(C)=O)cc2OC[C@@H](C)N(Cc2cccnc2)C[C@H]1C returned C diff HTS -3.2, Pf Dd2 growth -35.3 and KDM4C inh 1.2.
For CO[C@@H]1CN(C)C(=O)c2ccc(NC(=O)c3ccccc3F)cc2OC[C@H](C)N(C(=O)c2ccccc2F)C[C@H]1C the results were T cruzi growth -11.9, Pf Dd2 growth 2.7 and KDM4C inh -1.2.
Screening C[C@@H]1CN([C@H](C)CO)C(=O)c2cccc(NC(=O)Nc3ccc(F)cc3)c2O[C@H]1CN(C)Cc1ccc(C(=O)Nc2ccccc2N)cc1 returned C diff HTS 5.0, Pf Dd2 growth -77.5 and KDM4C inh 1.6.
Screening C/C=C/c1ccc2c(c1)O[C@H](CN(C)C(=O)NC(C)C)[C@H](C)CN([C@@H](C)CO)S2(=O)=O returned C diff HTS -1.0, T cruzi growth 10.4, Pf Dd2 growth 7.0 and KDM4C inh -2.2.
`C[C@H]1CN([C@@H](C)CO)C(=O)c2cccc(NC(=O)Nc3ccc(F)cc3)c2O[C@H]1CN(C)S(=O)(=O)c1ccc(F)cc1` gave C diff HTS 10.3, T cruzi growth -106.3, Pf Dd2 growth -13.9 and KDM4C inh 2.1.
C[C@@H]1CN([C@H](C)CO)C(=O)Cc2cc(NS(=O)(=O)c3cccs3)ccc2O[C@@H]1CN(C)Cc1ccccc1 was read as C diff HTS -11.9, T cruzi growth 90.5, Pf Dd2 growth -25.2 and KDM4C inh 3.4.
For C[C@@H]1CN([C@@H](C)CO)C(=O)CCCn2cc(nn2)CO[C@H]1CN(C)C(=O)Nc1cccc(Oc2ccccn2)c1 the results were C diff HTS 3.1&-2.9, T cruzi growth 32.3&52.3, Pf Dd2 growth -15.4&-8.9 and KDM4C inh 0.0.
Screening Cc1ccc(S(=O)(=O)Nc2ccc3c(c2)C(=O)N([C@@H](C)CO)C[C@H](C)[C@@H](CN(C)CC2CCCCC2)OCCCC[C@H](C)O3)cc1 returned C diff HTS 9.5, T cruzi growth 87.1, Pf Dd2 growth -56.1 and KDM4C inh 0.3.
For Cc1ccccc1S(=O)(=O)N1C[C@H](O)COC[C@H]2O[C@@H](CC(=O)N3CCN(C)CC3)CC[C@@H]21 the results were C diff HTS -3.8&-15.8, T cruzi growth 10.1 and KDM4C inh -0.7.
`C[C@H](CO)N1C[C@H](C)[C@@H](CN(C)C(=O)Nc2ccc(C(F)(F)F)cc2)Oc2ccc(NC(=O)Nc3ccccc3)cc2CC1=O` gave C diff HTS 14.8, T cruzi growth 20.3, Pf Dd2 growth -64.2 and KDM4C inh 10.1.
O=C(C[C@H]1C[C@H]2c3cc(NC(=O)CC4CC4)ccc3O[C@H]2[C@@H](CO)O1)NCc1ccc2c(c1)OCO2 was read as C diff HTS -23.4, T cruzi growth 38.1, Pf Dd2 growth -21.3 and KDM4C inh -0.9.
`Cc1noc(C)c1NC(=O)Nc1ccc2c(c1)CC(=O)N([C@H](C)CO)C[C@@H](C)[C@H](CN(C)Cc1ccc3c(c1)OCO3)O2` gave C diff HTS -1.3, T cruzi growth 35.3, Pf Dd2 growth 3.6 and KDM4C inh -1.2.
Screening COc1ccc2c3c([nH]c2c1)[C@@H](CO)N(C(=O)NC(C)C)CC31CCN(Cc2ccccc2)CC1 returned C diff HTS 2.4, Pf Dd2 growth -66.5 and KDM4C inh 0.4.
`Cc1ccccc1-c1ccc2c(c1)O[C@@H](CN(C)C(=O)Nc1ccc(F)cc1)[C@@H](C)CN([C@@H](C)CO)S2(=O)=O` gave C diff HTS 10.8, Pf Dd2 growth -19.1 and KDM4C inh -2.2.
For Cc1noc(C)c1S(=O)(=O)Nc1cccc2c1O[C@H](CN(C)CC1CCCCC1)[C@H](C)CN([C@H](C)CO)C2=O the results were C diff HTS -0.1, T cruzi growth 44.1, Pf Dd2 growth -12.5 and KDM4C inh 1.1.
For CS(=O)(=O)N1CCCCN2[C@@H](CO)[C@@H](c3ccc(-c4cccc(C#N)c4)cc3)[C@@H]2C1 the results were C diff HTS -6.3, T cruzi growth -8.1, Pf Dd2 growth 40.0 and KDM4C inh 0.0.
O=C(C[C@H]1CC[C@H]2[C@@H](COC[C@@H](O)CN2C(=O)Nc2ccccc2)O1)NCCc1ccncc1 was read as T cruzi growth 17.8, Pf Dd2 growth 0.0 and KDM4C inh -0.9.
For CN1c2ccc(-c3cccc(C#N)c3)cc2[C@@H]2[C@@H](CCN2C(=O)Cc2ccccn2)[C@@H]1CO the results were C diff HTS -19.9, T cruzi growth 105.7*, Pf Dd2 growth -49.8 and KDM4C inh -0.7.
Screening CNC[C@@H]1Oc2c(NC(=O)Nc3ccccc3)cccc2C(=O)N([C@H](C)CO)C[C@H]1C returned C diff HTS -1.0, T cruzi growth 4.4, Pf Dd2 growth 0.1 and KDM4C inh -0.4.
`COc1ccccc1-c1ccc2n(c1=O)C[C@@H]1[C@@H](CO)[C@H](C(=O)NCCCN(C)C)N(C(C)=O)[C@H]21` gave C diff HTS 0.1, T cruzi growth -1.5, Pf Dd2 growth 4.3 and KDM4C inh -0.3.
For O=C(C[C@@H]1C[C@@H]2c3cc(NC(=O)c4cccnc4)ccc3O[C@@H]2[C@H](CO)O1)NCc1cccnc1 the results were T cruzi growth -8.5, Pf Dd2 growth 32.0 and KDM4C inh 0.5.
`C[C@@H]1CCCCO[C@H](CN(C)Cc2ccccc2)[C@@H](C)CN([C@@H](C)CO)C(=O)c2cc(NS(C)(=O)=O)ccc2O1` gave C diff HTS 3.3, T cruzi growth 51.2, Pf Dd2 growth 15.2 and KDM4C inh -1.3.
For COc1cccc(S(=O)(=O)Nc2ccc3c(c2)C(=O)N(C)C[C@H](OC)[C@H](C)CN(Cc2ccccc2F)[C@@H](C)CO3)c1 the results were Pf Dd2 growth -45.4 and KDM4C inh 0.5.
Screening CN1CCN(C(=O)C[C@@H]2CC[C@H](NC(=O)Cc3ccccn3)[C@@H](CO)O2)CC1 returned T cruzi growth 25.6, Pf Dd2 growth 26.2 and KDM4C inh 1.0.
Screening C[C@@H]1CN([C@@H](C)CO)C(=O)c2cc(NC(=O)Nc3ccc(F)cc3)ccc2O[C@@H](C)CCCCO[C@H]1CN(C)Cc1ccc2c(c1)OCO2 returned C diff HTS 22.9, T cruzi growth 88.5, Pf Dd2 growth -79.9 and KDM4C inh 0.6.
For O=C(C[C@@H]1CC[C@H]2[C@@H](COC[C@@H](O)CN2CCC(F)(F)F)O1)NCC1CC1 the results were C diff HTS -3.9, T cruzi growth 20.0, Pf Dd2 growth 4.5 and KDM4C inh -4.9.
O=C(C[C@H]1CC[C@@H]2[C@H](COC[C@@H](O)CN2Cc2cc(F)cc(F)c2)O1)NCc1cccc(F)c1 was read as T cruzi growth 29.6, Pf Dd2 growth -23.1 and KDM4C inh -0.6.
For Cc1noc(C)c1S(=O)(=O)Nc1ccc2c(c1)CC(=O)N([C@@H](C)CO)C[C@H](C)[C@H](CN(C)Cc1ccc(Cl)c(Cl)c1)O2 the results were C diff HTS 4.2, T cruzi growth 81.5, Pf Dd2 growth -22.8 and KDM4C inh 0.6.
For O=C(C[C@H]1CC[C@H]2[C@@H](COC[C@@H](O)CN2CC2CCOCC2)O1)NCC1CCCCC1 the results were C diff HTS -4.8, T cruzi growth 40.1, Pf Dd2 growth -6.0 and KDM4C inh 0.7.
For COCCNC(=O)[C@H]1[C@H](CO)[C@H]2Cn3c(ccc(-c4cccc(F)c4)c3=O)[C@@H]1N2C(=O)NC(C)C the results were C diff HTS 1.8, T cruzi growth 3.7 and KDM4C inh -0.2.
`C[C@@H]1CN([C@@H](C)CO)C(=O)c2cc(C#CC3CCCC3)cnc2O[C@@H]1CN(C)S(C)(=O)=O` gave C diff HTS -9.4, Pf Dd2 growth 1.7 and KDM4C inh 1.5.
`O=S(=O)(N[C@H]1CC[C@@H](CCn2cc(Cc3ccccc3)nn2)O[C@H]1CO)c1ccccc1F` gave C diff HTS -0.7, T cruzi growth 0.2, Pf Dd2 growth -12.6 and KDM4C inh 1.8.
COc1ccccc1S(=O)(=O)N[C@@H]1CC[C@H](CCn2cc(C3CC3)nn2)O[C@@H]1CO was read as C diff HTS 6.3, Pf Dd2 growth -4.1 and KDM4C inh 4.6.
CC(=O)N1CC2(C1)[C@H](c1ccccc1)[C@H](CO)N2Cc1ccccc1 was read as C diff HTS 9.0, Pf Dd2 growth 3.7 and KDM4C inh -0.1.
For C[C@H](CO)N1C[C@H](C)[C@H](CN(C)S(=O)(=O)c2ccsc2)OCc2ccccc2-c2c(n(C)c3ccccc23)C1=O the results were C diff HTS 1.1, T cruzi growth 68.5, Pf Dd2 growth -71.1 and KDM4C inh -0.2.
`COCC(=O)Nc1ccc2c(c1)C(=O)N(C)[C@H]1CC[C@H](CC(=O)NC3CCCC3)O[C@@H]1CO2` gave C diff HTS 1.7, T cruzi growth 7.2, Pf Dd2 growth 16.4 and KDM4C inh -0.8.
For Cc1ccccc1-c1cnc2c(c1)C(=O)N([C@@H](C)CO)C[C@H](C)[C@@H](CN(C)C(=O)CC1CC1)O2 the results were Pf Dd2 growth 4.4 and KDM4C inh -2.7.
For CCC(=O)Nc1ccc2c(c1)OC[C@H](C)N(C(=O)c1cnccn1)C[C@@H](C)[C@@H](OC)CN(C)C2=O the results were C diff HTS -1.1, T cruzi growth -49.5, Pf Dd2 growth 29.6 and KDM4C inh 0.2.
`CNC[C@@H]1OCCCC[C@@H](C)Oc2ccc(NS(=O)(=O)c3c(C)noc3C)cc2C(=O)N([C@H](C)CO)C[C@@H]1C` gave C diff HTS 2.1, T cruzi growth 28.7, Pf Dd2 growth 69.5 and KDM4C inh -2.2.
C[C@@H]1CCCCO[C@H](CN(C)C(=O)CCCN(C)C)[C@H](C)CN([C@@H](C)CO)C(=O)c2cc(N(C)C)ccc2O1 was read as C diff HTS -0.1, T cruzi growth 48.5, Pf Dd2 growth -23.1 and KDM4C inh 4.1.

For reference, four of the compounds above:
For Cc1ccccc1-c1cnc2c(c1)C(=O)N([C@@H](C)CO)C[C@H](C)[C@@H](CN(C)C(=O)CC1CC1)O2 the results were Pf Dd2 growth 4.4 and KDM4C inh -2.7.
For CCC(=O)Nc1ccc2c(c1)OC[C@H](C)N(C(=O)c1cnccn1)C[C@@H](C)[C@@H](OC)CN(C)C2=O the results were C diff HTS -1.1, T cruzi growth -49.5, Pf Dd2 growth 29.6 and KDM4C inh 0.2.
`CNC[C@@H]1OCCCC[C@@H](C)Oc2ccc(NS(=O)(=O)c3c(C)noc3C)cc2C(=O)N([C@H](C)CO)C[C@@H]1C` gave C diff HTS 2.1, T cruzi growth 28.7, Pf Dd2 growth 69.5 and KDM4C inh -2.2.
C[C@@H]1CCCCO[C@H](CN(C)C(=O)CCCN(C)C)[C@H](C)CN([C@@H](C)CO)C(=O)c2cc(N(C)C)ccc2O1 was read as C diff HTS -0.1, T cruzi growth 48.5, Pf Dd2 growth -23.1 and KDM4C inh 4.1.

This is a random part of the collection. About 7.3% of those tested had a hit in this group.
